Kir21 block: Kir2.1 (mouse) channel inhibition; hit rate 0.85% among 310,000; B-score at 10 µM; HEK293-Kir2.1, FluxOR thallium flux fluorescence; stronger effect = lower value;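 active = fluorescence ratio B-score at or below minus 3 SD of library scores, with starting-brightness B-score within 2 SD, cut at about -4.2 in these data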;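 note: channel flux triggered by added potassium and thallium sulfate stimulus; B-score of peak minus minimum fluorescence over baseline after thallium stimulus; more negative B-score means stronger Kir2.1 block with less thallium influx; some compounds called inactive have numbers as strong as hits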
KCNQ2 inh: KCNQ2 potassium channel inhibitors, primary screen, cell-based, CHO-K1, FluxOR thallium flux, B-score (AID 2156) | O88943 | 20 min; stronger effect = lower value | B-score at 10 µM | hit rate 1.1% among 310,000;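 active = fluorescence ratio B-score at most minus 3 library SDs, with starting brightness B-score within 2 library SDs, cut at about -5.5 in these data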
Target sequence (O88943 whole entry, looked up): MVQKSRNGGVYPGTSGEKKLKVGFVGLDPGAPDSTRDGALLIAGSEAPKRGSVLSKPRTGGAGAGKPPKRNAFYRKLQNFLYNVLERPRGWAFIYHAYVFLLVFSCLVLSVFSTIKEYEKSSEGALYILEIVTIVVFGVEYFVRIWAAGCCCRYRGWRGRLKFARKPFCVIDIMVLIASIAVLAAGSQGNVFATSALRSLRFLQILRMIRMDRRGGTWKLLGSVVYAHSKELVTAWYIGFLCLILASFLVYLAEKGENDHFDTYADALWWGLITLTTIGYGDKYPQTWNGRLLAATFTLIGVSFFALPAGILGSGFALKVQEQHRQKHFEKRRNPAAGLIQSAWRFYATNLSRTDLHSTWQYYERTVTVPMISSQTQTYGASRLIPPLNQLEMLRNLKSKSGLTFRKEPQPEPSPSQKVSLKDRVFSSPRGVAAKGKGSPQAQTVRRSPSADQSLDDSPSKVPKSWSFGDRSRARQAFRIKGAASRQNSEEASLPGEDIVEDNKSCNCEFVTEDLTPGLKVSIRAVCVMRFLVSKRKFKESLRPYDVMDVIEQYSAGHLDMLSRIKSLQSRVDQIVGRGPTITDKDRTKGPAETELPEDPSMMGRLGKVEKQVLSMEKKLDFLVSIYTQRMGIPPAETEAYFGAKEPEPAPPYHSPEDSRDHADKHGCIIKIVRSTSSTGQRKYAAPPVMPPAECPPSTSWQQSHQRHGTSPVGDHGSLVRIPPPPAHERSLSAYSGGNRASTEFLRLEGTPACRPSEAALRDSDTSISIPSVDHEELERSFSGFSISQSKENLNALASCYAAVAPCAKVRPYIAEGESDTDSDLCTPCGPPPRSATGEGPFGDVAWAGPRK
An asterisk follows results filed as active; i = inactive. Compounds as they come (roughly 1.9% active in at least one column).

structure,Kir21 block,KCNQ2 inh
CN(Cc1nccs1)C(=O)c1ccc2nc(Cc3ccccc3F)oc2c1,0.6,i
CCCNc1nc2c(c(=O)n(C)c(=O)n2C)n1CCc1ccccc1,0.28,i
COc1ccc(/C=C\C(=O)c2c(O)ccc3c(C)cc(=O)oc23)cc1OC,-2.25,i
O=S(=O)(NC(=NCc1ccccc1)c1ccccc1F)c1ccccc1,0.04,i
CN(Cc1ccccc1)S(=O)(=O)c1ccc(NS(=O)(=O)Cc2ccccc2)cc1,-0.47,i
COc1ccc(OC)c(S(=O)(=O)N2CCN(c3ccc(F)cc3)CC2)c1,-1.56,i
Cc1ccc(S(=O)(=O)NN2C(=O)/C(=C/c3cccc(F)c3)SC2=S)cc1,-0.05,i
CCOc1ccc(C(C)=O)cc1CSc1nnc(-c2cccs2)n1CC1CCCO1 (stereo unspecified),0.01,i
O=C(COc1ccc(CO)cc1)Nc1ccc(F)cc1,-1.16,i
CCC(=O)Nc1ccc(NC(=O)c2cccc3c(Br)cccc23)cc1,2.01,i
Cc1ccc(-c2nnc(SCC(=O)NCC3CCCO3)n2C)cc1 (stereo unspecified),-0.23,i
CSc1nc2c(c(=O)n1-c1ccc(C)cc1)SCC2,1.67,i
CCN(Cc1nc(-c2ccc(OC)c(OC)c2)no1)C(=O)c1ccoc1C,1.15,i
Cc1noc(C)c1COc1cccc(C(=O)Nc2cccnc2)c1,-0.01,i
CCOC(=O)c1oc2ccccc2c1NC(=O)CN1CCOCC1,-0.56,i
COc1cccc(C2C(C(=O)c3ccc(C)o3)=C(O)C(=O)N2c2cc(C)on2)c1 (stereo unspecified),-0.02,i
O=C(CSc1nc2ccccc2[nH]1)Nc1nc(-c2ccc(Br)cc2)cs1,-0.39,i
CC(C(O)C12CC3CC(CC(C3)C1)C2)N1CCCCC1 (stereo unspecified),0.46,i
O=C(O)c1ccc(CP(=O)(c2ccccc2)c2ccccc2)cc1,-0.03,i
COc1ccc(CCN2C(=O)CC(N3CCC(C(N)=O)CC3)C2=O)cc1OC (stereo unspecified),2.12,i

Remaining list, next part
structure,Kir21 block,KCNQ2 inh
CC(C)(C)NS(=O)(=O)c1ccc(NC(=O)C2CC(=O)N(CCc3ccc(F)cc3)C2)cc1 (stereo unspecified),1.96,i
O=C(Nc1cccc(-c2nc3ccccc3[nH]2)c1)c1ccco1,0.69,i
COC(=O)c1cc(=O)n(Cc2ccc(F)cc2)c(=NCc2ccc(F)cc2)s1,-0.62,i
O=C(CSc1nnc2ccccn12)NC(=O)NC1CCCCC1,0.04,i
O=C(N/N=C/C1=Cc2ccccc2OC1)c1ccncc1,0.1,i
CCC(C(N)=NCCc1ccc(OC)c(OC)c1)c1ccccc1 (stereo unspecified),-0.33,i
O=C(CN1C(=O)/C(=C\c2ccccc2Cl)Sc2ccccc21)NCCCN1CCOCC1,-2.61,i
O=C(CCN1C(=O)/C(=C/c2cccs2)SC1=S)Nc1cccc(C(=O)O)c1,-0.01,i
Cc1cc(N2CCCCCC2)n2nc(C)c(-c3ccccc3)c2n1,0.2,i
CSc1ccccc1NC(=O)c1ccc(N2CC3CC(C2)c2cccc(=O)n2C3)c(NC(=O)c2cccnc2)c1 (stereo unspecified),1.59,i
CCN1CCCC1CNC(=O)CS(=O)(=O)Cc1nc(-c2ccccc2C)oc1C (stereo unspecified),0.07,i
Cc1ccc(N=Cc2c(C)[nH]n(-c3nc4ccccc4[nH]3)c2=O)cc1,1.57,i
CCOC(=O)Cc1cc(-c2ccc(F)cc2)nc2ccc3ccccc3c12,0.05,i
COc1ccccc1N1CCN(C2CCCN(C(=O)CCN3CCCCO3)C2)CC1 (stereo unspecified),0.15,i
Cc1nnc(NC(=O)CCC(=O)N2CCC(C)CC2)s1,-0.58,i
Cc1ccc(S(=O)(=O)Nc2ccc3c(c2)ncn3C(C)(C)C)cc1,0,i
Cc1ccccc1S(=O)(=O)c1c(C)cc(-c2ccccc2)[nH]c1=O,0.73,i
CCOC(=O)c1c(S(=O)(=O)NCc2cccs2)c(C)n(C)c1C,-3.9,i
CC(=O)c1ccc(-c2ccc(C(=O)N3CCN(c4ccc(F)cc4)CC3)o2)cc1,-1.05,i
Cc1nc(NC(=O)C(Cl)Cl)sc1C(=O)N(C)C,0.57,i

Quoted at random: 5 records from the list, in no set order.
structure,Kir21 block,KCNQ2 inh
CC(=O)c1ccc(-c2ccc(C(=O)N3CCN(c4ccc(F)cc4)CC3)o2)cc1,-1.05,i
COC(=O)c1cc(=O)n(Cc2ccc(F)cc2)c(=NCc2ccc(F)cc2)s1,-0.62,i
O=C(CCN1C(=O)/C(=C/c2cccs2)SC1=S)Nc1cccc(C(=O)O)c1,-0.01,i
CC(C)(C)NS(=O)(=O)c1ccc(NC(=O)C2CC(=O)N(CCc3ccc(F)cc3)C2)cc1 (stereo unspecified),1.96,i
Cc1ccc(N=Cc2c(C)[nH]n(-c3nc4ccccc4[nH]3)c2=O)cc1,1.57,i

Going on with the list:
structure,Kir21 block,KCNQ2 inh
O=C(CN1C(=O)S/C(=C\C=C\c2ccccc2)C1=O)Nc1ccc(O)cc1,-0.58,i
CC(C)c1ccc(NC(=O)Cn2c(=O)oc3cccnc32)cc1,-1.22,i
O=C(O)c1cc([N+](=O)[O-])ccc1C(=O)Nc1ccccc1,-0.56,i
CC(C)OCCCN1C(=O)c2ccccc2C1C(=O)NC1CCCCC1 (stereo unspecified),0.75,i
Cc1ccc(NC(=O)C2CC(O)CN2C(=O)OCc2ccccc2)cc1C (stereo unspecified),-0.77,i
COc1ccc(OC)c(NC(=O)CC(NC(C)=O)c2ccccc2)c1 (stereo unspecified),-1,i
CCOc1cc(C2NN=C(c3ccccc3)S2)ccc1OCc1ccccc1Cl (stereo unspecified),0.64,i
COc1cccc(NC(=O)N(CCCN2CCOCC2)C(C)c2cc3cccc(OC)c3o2)c1 (stereo unspecified),-0.04,i
Cc1ccc(C(C)C)c(OCC(=O)N/N=C/c2cccn2C)c1,-0.66,i
Cc1cc(S(=O)(=O)NC2CCCCC2)ccc1OCC(=O)N1CCOCC1,1.76,i
COc1cc([N+](=O)[O-])ccc1NC(=O)CN1CCOCC1,-0.05,i
Cc1ccsc1C(=O)Nc1ccc(OCc2ccccc2)cc1,0.06,i
CN1/C(=C\C=C2/C(=O)Oc3ccccc3C2=O)C(C)(C)c2ccccc21,-8.77,i
Cc1cnc(NC(=O)CSc2nnc(CNc3ccc(F)cc3)n2CC2CCCO2)s1 (stereo unspecified),0.45,i
NC(=O)c1nsc(C(=O)N(c2cccc(F)c2)C(C(=O)NCC2CCCO2)c2cccs2)c1N (stereo unspecified),1.39,i
N#C/C(=C\c1ccc[nH]1)Sc1nc2ccccc2s1,-0.1,i
CC(C)(C)CC(C)(C)c1ccc(OCC(=O)N/N=C/c2ccc(S(=O)(=O)O)o2)cc1,0.39,i
O=C(Nc1cccc(S(=O)(=O)NC2=NCCCCC2)c1)c1cc(-c2ccncc2)nc2ccccc12,-0.59,i
c1ccc(C[C@H]2CN=C(Nc3ccccc3)N2CCCC2CCCC2)cc1,-5.64*,i
O=C1CC(N2CCN(c3ccc(Cl)cc3)CC2)C(=O)N1c1ccccc1 (stereo unspecified),0.58,i

Further records follow.
structure,Kir21 block,KCNQ2 inh
COc1ccc(S(=O)(=O)N2CC3CCCN3c3ccc(C(F)(F)F)cc32)cc1 (stereo unspecified),-0.35,i
O=C(N/N=C/c1cccc(Br)c1)c1ccc(Br)cc1,-0.86,i
Cc1ccc(Cn2c(-c3nonc3N)nc3ccccc32)cc1,-0.37,i
CN1CCN(C(=S)c2ccc(OCC(=O)Nc3cccc(C(F)(F)F)c3)cc2)CC1,2.04,i
CCOC(=O)N1CCN(C(=O)CS(=O)(=O)c2cn(Cc3ccccc3Cl)c3ccccc23)CC1,-0.01,i
Cc1ccc2nc(Cl)c(/C=N/NC(=O)[C@H]3C[C@@H]3c3ccccc3)cc2c1,1.42,i
COc1ccc(N2C(=O)CC(N(CCc3ccc(OC)c(OC)c3)C(=S)Nc3ccccc3)C2=O)cc1 (stereo unspecified),-0.68,i
O=C(CNS(=O)(=O)c1ccc2ccccc2c1)NCCc1ccccn1,-0.02,i
O=C(CN(C(=O)CCC(=O)Nc1nccs1)c1ccc(F)c(Cl)c1)NCC1CCCO1 (stereo unspecified),0.61,i
O=C(NCCN1CCOCC1)c1cccnc1SCc1ccccc1Cl,0.81,i
CCCCCCCCC(=O)N1CCN(c2cc3c(cc2F)c(=O)c(C(=O)O)cn3CC)CC1,0.1,i
Cc1ccc(C2Nc3ccccc3-c3nc4ccccc4n32)o1 (stereo unspecified),-2.23,i
Cc1ccc(CNC(=O)CN2C(=O)CSc3ccc(S(=O)(=O)N4CCCCC4)cc32)cc1,-2.27,i
CCOc1ccccc1Oc1nc(-c2ccccc2O)nc2ccccc12,-0.24,i
C[C@@H](C(=O)OCC(=O)Nc1cc(S(=O)(=O)N2CCOCC2)ccc1Cl)N1C(=O)C2CCCCC2C1=O (stereo partly specified),-0.78,i
CCOC(=O)Cc1csc(NC(=O)COc2cc(C)cc(C)c2)n1,0.32,i
CCOc1ccc(NC(=O)c2cc3cc4ccc(OC)cc4nc3o2)cc1,-0.68,i
O=C(CSc1nnc(-c2ccc(F)cc2)o1)c1ccc2c(c1)OCCO2,0.11,i
Cc1no[n+]([O-])c1COc1cccc(/C=C2\N=C(c3ccccc3)OC2=O)c1,0.15,i
O=C(NCCN1CCOCC1)c1ccc2c(c1)ncn2C1CCCC1,1.31,i

Going on with the list.
structure,Kir21 block,KCNQ2 inh
COc1ccc(N(C(=O)c2ccncc2)S(=O)(=O)c2ccc(OC)c(OC)c2)cc1,0.81,i
Cc1c(CN2CCN(C)C(CCO)C2)[nH]c2c(Cl)cccc12 (stereo unspecified),1.05,i
CCOC(=O)COc1ccc(C(c2c(C)[nH][nH]c2=O)c2c(C)[nH][nH]c2=O)cc1,-0.96,i
O=C(Nc1ccc(N2CCN(C(=O)c3ccccc3)CC2)c(Cl)c1)c1cccnc1,-0.48,i
CCc1nnc(NC(=O)c2ccc(Br)o2)s1,0.18,i
COCCn1nnnc1SCC(=O)c1ccc(F)cc1,2.03,i
COc1ccc(S(=O)(=O)N(Cc2ccccc2)c2ccccc2C(=O)O)cc1,0.85,i
COc1ccc(O[C@H]2C=C[C@@H](c3ccccc3)O[C@@H]2CO/N=C/C[C@@H]2C=C[C@H](OC(C)=O)[C@@H](COC(C)=O)O2)cc1,0.22,i
CCCCc1ccc(NC(=O)Nc2cccnc2)cc1,-1.77,i
O=c1oc2ccc(Br)cc2cc1-c1nc2ccccc2o1,-0.38,i
CC(=O)c1ccc(NC(=O)/C(=C\c2cccs2)NC(=O)c2ccco2)cc1,2.33,i
COc1ccccc1P(=O)(Cc1ccccc1)c1ccccc1 (stereo unspecified),-1.75,i
O=C(O)CC/C(=N/NC(=O)CNC(=O)Cc1ccccc1)c1ccccc1,-1.39,i
Cc1cccc(C)c1OCC(=O)NNC(=O)CCNC(=O)c1ccc(Br)cc1,0.31,i
CCOc1cc(C2Nc3ccccc3C(=O)N2c2ccccc2OC)ccc1O (stereo unspecified),-0.18,i
Cc1nc(N2CCN(c3ccccc3O)CC2)c2c(-c3ccccc3)csc2n1,1.23,i
CS(=O)(=O)Nc1cc2c3c(c1)CCC(=O)N3CCC2,0.32,i
Cc1cc(C)cc(NC(=O)c2cc(S(=O)(=O)N3CCCC3)cn2C)c1,0.96,i
Cc1ccc(N=C2CSC(=O)N2)cc1,0.72,i
CCCCN(C(=O)CCC(=O)Nc1cc(C)on1)C(C(=O)NC1CCCC1)c1ccc(F)cc1 (stereo unspecified),1.41,i

(continued)
structure,Kir21 block,KCNQ2 inh
CC(C)Cn1c(N)c(C(=O)COC(=O)COc2cccc(C(F)(F)F)c2)c(=O)n(C)c1=O,-0.02,i
CN1CCN(S(=O)(=O)c2cccs2)CC1,1.65,i
COc1ccc(C(=O)NC(=S)N2CCOCC2)cc1OC,0.63,i
N#Cc1ccc(OCC(O)CN2CCC(C(O)(c3ccccc3)c3ccccc3)CC2)cc1 (stereo unspecified),0.7,i
COc1ccccc1-n1c(SCC(=O)Nc2cccc(C(=O)O)c2)nnc1-c1ccccc1O,0,i
COc1ccc(Cn2c(C)c(C)c(C#N)c2NC(=O)Nc2cccc(C)c2)cc1,0.1,i
CCc1nc(C)ccc1OCC(=O)N(CC)CC,0.27,i
Cc1ccc(SCCC(=O)N/N=C/c2ccccc2O)cc1,0.42,i
CCOCCCNC(=O)C(NC(=O)c1cnccn1)c1ccc(C)cc1 (stereo unspecified),-1.64,i
C=CCn1c(SC(C)C(N)=O)nc2sc(CC)cc2c1=O (stereo unspecified),0.22,i
CCOc1cc(-c2cc(N)n[nH]2)cc(OCC)c1OCC,-2.65,i
CC(=O)N/C(=C\c1ccc(F)cc1)C(=O)N(C)C,0.01,i
CSCCC(NS(=O)(=O)c1ccc2c(c1)oc(=O)n2C)C(=O)NC1CCC(C)CC1 (stereo unspecified),0.19,i
CCOc1ccc(NC(=O)CSc2ccc3nnc(-c4ccccn4)n3n2)cc1,0.85,i

Kir21 block: hit marks shown above.
structure,Kir21 block,KCNQ2 inh
c1ccc(C[C@H]2CN=C(Nc3ccccc3)N2CCCC2CCCC2)cc1,-5.64*,i

Assay outcomes (PubChem)
